T cell modulator = modulators of CD8 T cell-vesicle binding, primary screen, mouse 2C CD8+ T cells, flow cytometry. 2C CD8+ T cell-vesicle binding; stronger effect = lower value. calls only at 7 µM. 330,000 tested, 0.068% active;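 active means response, share of CD8 T cells binding vesicles, and their 90th percentile fluorescence all below set limits, cut at about 80% in these data, passing the limit was not always enough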
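material = purified 2C TCR transgenic mouse naive CD8+ T cells | controls = Unloaded micro-vesicles (low), QL9 vesicles with 0.7% DMSO (high) | detection = cytometric PE anti-B7-1 and Alexa647 anti-CD8 signals after 1% paraformaldehyde fixation | incubation = binding step 1.5 h, 37 °C, antibody labelling 20 min, ice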
LYP phosphatase = inhibitors of LYP phosphatase, biochemical, fluorescence intensity, uHTS (AID 1779). Tyrosine-protein phosphatase non-receptor type 22 (Homo sapiens). recombinant LYP phosphatase, fluorescence intensity; higher % means a stronger effect. one-dose inhibition, % at 11.5 µM; IC50 in µM for titrated hits. 290,000 tested, 0.054% active; in the data active means inhibition above about 50%;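 further: plate controls were vehicle with enzyme for no effect and no enzyme for full effect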
Lipid droplet = inhibitors of hepatocyte lipid droplet formation, primary screen, imaging, high-throughput imaging, BODIPY stain. AID 1656, 2009. AML12 mouse hepatocytes, oleate lipid droplets. 240,000 tested, 0.4% active. inhibition, % at 6.5 µM;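 active means lipid droplet intensity inhibited by at least 50%, with more than 500 cells counted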
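Material – mouse AML12 hepatocyte cell line, fixed after treatment · Compound dosing – one dose, 6.5 µM compound · Times – compound with oleate, overnight · Measured by – Image-based BODIPY and DAPI two-channel analysis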
GPR35 antagonists = GPR35 antagonists blocking zaprinast-driven arrestin recruitment, primary screen, imaging, U2OS, beta-arrestin-GFP, zaprinast agonist (AID 2058); U2OS GPR35 beta-arrestin-GFP translocation imaging, zaprinast antagonism; higher % means a stronger effect; inhibition, % at 10 µM, or IC50 in µM where a hit was titrated; 290,000 tested, 0.052% active;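 active means inhibition of at least 50% with at least 30 cells and total cytoplasm GFP at most 10,000,000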
SV40 large T antigen = SV40 large T antigen inhibitors, biochemical (AID 1903). SV40 large T antigen ATPase/helicase inhibition assay; higher % means a stronger effect. inhibition, % at 20 µM, or IC50 in µM where a hit was titrated. 310,000 tested, 0.39% active; in the data active means a potency from the dose series; further: strong numbers were not always called active
MgcRacGAP inhibition = MgcRacGAP GTPase-activating activity inhibitors, confirmation, biochemical, ADP Hunter fluorescence | AID 624330, 2012 | MgcRacGAP-stimulated Rac1 GTP hydrolysis, ADP Hunter fluorescence; higher % means a stronger effect; GST-tagged Rac1 F28L mutant substrate | inhibition, % at 30 µM, or IC50 in µM where a hit was titrated | 340,000 tested, 0.6% active | Rac GTPase-activating protein 1 (Homo sapiens);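 active means first-screen hits whose inhibition reached a set limit at any dose in the follow-up dose series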;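 further: fluorescence reports GDP produced by GAP-driven GTP hydrolysis; strong numbers were not always called active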
GPR55 LPI antagonism = GPR55 antagonists blocking LPI-driven arrestin recruitment, primary screen, imaging, U2OS, beta-arrestin-GFP, LPI agonist (AID 2013); 290,000 tested, 0.13% active; G-protein coupled receptor 55 (Homo sapiens); one-dose inhibition, % at 10 µM; IC50 in µM for titrated hits; U2OS GPR55 beta-arrestin-GFP translocation imaging, LPI antagonism; higher % means a stronger effect;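 active means spots per cell inhibited over 60%, with over 100 cells counted and total cytoplasm intensity under 500,000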;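 further: U2OS cells stably carrying GPR55 and arrestin-GFP stimulated by 5 µM LPI near EC80; imaged beta-arrestin-GFP aggregate spots per cell after agonist stimulation; plate controls were LPI-stimulated DMSO wells for no effect and DMSO wells without LPI for full effect; some results filed as inactive read as strong as hits; confirmed hits need IC50 under 10 µM and bright autofluorescent wells are also inconclusive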
GPR55 beta-arrestin = GPR55 agonists via beta-arrestin recruitment, primary screen, imaging, U2OS cells, beta-arrestin-GFP redistribution (AID 1961) | G-protein coupled receptor 55 (Homo sapiens) | U2OS GPR55 beta-arrestin-GFP redistribution imaging; higher % means a stronger effect | activation, % at 10 µM, or EC50 in µM where a hit was titrated | 290,000 tested, 0.048% active;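 active means activation above 40% with more than 50 cells counted in the well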;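 further: U2OS osteosarcoma cells stably expressing GPR55 and beta-arrestin-GFP; plate controls were DMSO negative control for no effect and LPI positive control for full effect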
NTR1 agonist = agonists of NTR1, primary screen, imaging, U2OS cells, beta-arrestin-GFP, high content (AID 493036); activation, % at 20 µM; Neurotensin receptor type 1 (Homo sapiens), P30989; 330,000 tested, 0.17% active; NTR1-U2OS beta-arrestin-GFP spot imaging, agonist mode;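 active means activation at or above 40% of the spot to cytoplasm intensity ratio, with at least 20 cells analyzed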;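 further: 0% = DMSO without peptide and 100% = 100 nM NTR1 peptide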
Target sequence (P30989 whole entry, looked up): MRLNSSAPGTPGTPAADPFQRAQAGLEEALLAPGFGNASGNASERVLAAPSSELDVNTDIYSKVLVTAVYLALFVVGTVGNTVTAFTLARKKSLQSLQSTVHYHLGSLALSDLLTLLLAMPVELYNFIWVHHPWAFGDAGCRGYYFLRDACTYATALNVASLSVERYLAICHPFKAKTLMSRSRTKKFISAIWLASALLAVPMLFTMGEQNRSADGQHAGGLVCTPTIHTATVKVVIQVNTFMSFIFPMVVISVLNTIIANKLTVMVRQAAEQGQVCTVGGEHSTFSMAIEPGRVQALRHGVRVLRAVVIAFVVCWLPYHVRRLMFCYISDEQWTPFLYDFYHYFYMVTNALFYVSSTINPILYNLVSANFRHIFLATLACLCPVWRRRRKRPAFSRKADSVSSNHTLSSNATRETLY
Lipid droplet cells 6.5 µM = second read-out of Lipid droplet, no call of its own (marks repeat the call); cell count; measured here: cell count, cytotoxicity flag;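 cells counted across two imaged fields per well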
T cell modulator vesicle-bound % = second read-out of T cell modulator, no call of its own (marks repeat the call); double positive events, %; measured here: CD8+ vesicle-bound cell fraction;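 binding gate set so that unloaded-vesicle control wells show 10% double positive cells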
NTR1 agonist cell count 20 µM = also measured in NTR1 agonist; calls as there; cell count; measured here: cell count, cytotoxicity flag
Active calls of the source: *; i = inactive; x = not tested or not shown.

SMILES	T cell modulator	T cell modulator vesicle-bound %	LYP phosphatase	Lipid droplet	Lipid droplet cells 6.5 µM	GPR35 antagonists	SV40 large T antigen	MgcRacGAP inhibition	GPR55 LPI antagonism	GPR55 beta-arrestin	NTR1 agonist	NTR1 agonist cell count 20 µM
COc1ccc(S(=O)(=O)N2CCCC(C(=O)O)C2)cc1 (stereo not given)	i	14.9	-1.7%	7.4	769	-5.4%	6.4%	12.7%	-4.2%	-0.1%	0.4	40
C/C(CC(C)C)=N\NS(=O)(=O)c1ccc(C)c([N+](=O)[O-])c1	i	61.2	-1.3%	1.6	679	2.3%	6.4%	3.3%	-0.2%	-0.1%	0.1	51
Cc1noc(C)c1C(=O)Nc1cccnc1	i	13.4	-4.8%	-3.5	679	-3.8%	4.0%	-5.4%	22.5%	-0.1%	2.9	62
O=C1C2CCCN2C(c2ccccc2F)N1c1ccc(Cl)cc1 (stereo not given)	i	16.8	-9.9%	x	x	-4.3%	8.0%	9.1%	17.0%	-0.1%	-1.3	78
COc1ccccc1C(=O)COC(=O)Cn1[nH]c(=O)c2ccccc2c1=O	i	60.6	x	x	x	x	5.0%	6.8%	x	x	2.0	48
Cc1nnc(SCc2cc(=O)oc3ccc4ccccc4c23)n1Cc1ccccc1	i	26.0	-1.4%	-53.9	690	-11.6%	15.1%	11.2%	4.2%	-0.1%	1.2	49
O=c1[nH]c(-c2ccccc2)cs1	i	22.3	-7.9%	4.5	717	-0.2%	8.1%	10.8%	3.9%	-0.3%	4.6	70
CCOCCCNCc1cn(-c2ccc(F)cc2F)nc1-c1ccccc1C	i	40.4	-8.5%	9.7	640	5.6%	9.0%	5.4%	9.5%	0.2%	0.9	57
CCOc1ccccc1N(CC(=O)N1CCC(C(N)=O)CC1)S(=O)(=O)c1ccc(SC)cc1	i	30.6	-6.3%	-5.0	585	15.5%	1.6%	5.8%	10.6%	-0.1%	-0.6	52
Cc1nc(SCc2c(F)cccc2Cl)c2c(=O)n(C)c(=O)n(C)c2n1	i	21.8	6.3%	x	x	-6.4%	5.5%	0.9%	-10.7%	0.3%	8.1	55
Cc1ccc(-c2cc(C(=O)N3CCCC(C(F)(F)F)C3)c3ccccc3n2)o1 (stereo not given)	i	39.1	x	x	x	x	14.9%	6.7%	x	x	0.2	40
CCN(CC)CCCNC(=O)c1oc2ccc(S(=O)(=O)N3CC(C)CC(C)C3)cc2c1C (stereo not given)	i	31.5	-7.5%	-11.0	816	8.5%	21.6%	6.3%	-4.1%	0.2%	0.9	36
COc1ccc(C(=O)COC(=O)c2ccc(NC(=O)c3ccccc3)cc2)cc1	i	43.9	-10.2%	x	x	13.2%	6.2%	1.1%	-3.8%	0.3%	-1.5	78
Clc1ccccc1-c1nnc2n1CCCCC2	i	38.6	-0.9%	-6.0	711	-7.2%	6.6%	7.7%	10.3%	-0.1%	-0.3	50
Cc1ccc(C(=O)Nc2nnn(C)n2)cc1	i	28.3	-5.2%	x	x	9.3%	-10.3%	6.1%	0.7%	0.7%	-2.7	65
O=C(/C(=C/O)N=Nc1cccc(C(F)(F)F)c1)c1ccccc1	i	45.5	3.2%	-0.2	684	9.2%	12.5%	2.4%	6.0%	-0.6%	-0.4	51
COc1ccccc1NS(=O)(=O)c1ccc(C(N)=O)cc1	i	50.5	3.3%	-0.2	679	-7.4%	2.6%	1.4%	5.8%	-0.1%	0.2	45
O=c1c2c(nc3c(-c4ccc(Cl)cc4)c[nH]n13)CCC2	i	36.0	-4.4%	-9.2	646	6.2%	14.2%	22.8%	4.4%	-0.2%	0.6	49
COc1ccc(NC(=O)C(=O)c2cn(CC(=O)N3CCCC3)c3ccccc23)cc1OC	i	12.7	-4.8%	-0.1	828	8.2%	6.2%	6.5%	11.2%	-0.2%	2.0	49
O=C(COC(=O)c1ccc(-c2cnc3ccccc3n2)cc1)c1ccccc1	i	37.0	-11.2%	1.1	619	18.4%	-8.4%	7.5%	6.7%	-0.1%	6.6	58

Among those listed so far, these contain a furan ring, fused or not:
SMILES	T cell modulator	T cell modulator vesicle-bound %	LYP phosphatase	Lipid droplet	Lipid droplet cells 6.5 µM	GPR35 antagonists	SV40 large T antigen	MgcRacGAP inhibition	GPR55 LPI antagonism	GPR55 beta-arrestin	NTR1 agonist	NTR1 agonist cell count 20 µM
Cc1ccc(-c2cc(C(=O)N3CCCC(C(F)(F)F)C3)c3ccccc3n2)o1 (stereo not given)	i	39.1	x	x	x	x	14.9%	6.7%	x	x	0.2	40
CCN(CC)CCCNC(=O)c1oc2ccc(S(=O)(=O)N3CC(C)CC(C)C3)cc2c1C (stereo not given)	i	31.5	-7.5%	-11.0	816	8.5%	21.6%	6.3%	-4.1%	0.2%	0.9	36

The listing continues:
SMILES	T cell modulator	T cell modulator vesicle-bound %	LYP phosphatase	Lipid droplet	Lipid droplet cells 6.5 µM	GPR35 antagonists	SV40 large T antigen	MgcRacGAP inhibition	GPR55 LPI antagonism	GPR55 beta-arrestin	NTR1 agonist	NTR1 agonist cell count 20 µM
Nc1cnnc(N/N=C\c2ccccc2)c1Cl	i	33.2	x	x	x	x	10.4%	-1.4%	x	x	1.6	72
CCOCCCNC(=S)NNC(=O)CCn1nc(C)c(Br)c1C	i	33.9	-2.3%	1.4	798	-7.6%	-1.6%	7.7%	11.5%	0.0%	-1.6	80
Cc1cccc(NS(=O)(=O)c2ccccc2)n1	i	24.7	-2.6%	x	x	-11.4%	3.8%	5.9%	-1.7%	-0.2%	-2.3	79
Cc1ccccc1NC(=O)c1ccc(NC(=O)C2CC(=O)OC23CCCCC3)cc1 (stereo not given)	x	x	-5.5%	2.7	535	-2.9%	-7.6%	0.9%	9.8%	-0.1%	x	x
CC1(C)Cc2nc3sc4c(=O)n(CC(=O)NCc5ccccc5)cnc4c3cc2CO1	i	41.7	0.1%	x	x	1.1%	-3.4%	4.5%	-16.8%	0.6%	-1.0	99
COc1ccc(C(C(=O)NC2CCCC2)N(C(=O)c2snc(C(N)=O)c2N)c2cc(C)ccc2OC)cc1OC (stereo not given)	i	26.8	-10.4%	-30.2	720	7.7%	7.7%	9.6%	-2.7%	-0.1%	1.2	55
CCOC(=O)c1sc2nc(NC(=O)C3CCCCC3)sc2c1C	i	32.4	1.9%	x	x	1.4%	1.3%	8.3%	3.2%	0.3%	1.7	99
O=C(c1ccccc1)N1CCN(CC(O)Cn2ccc3ccccc32)CC1 (stereo not given)	i	32.7	-6.9%	23.3	703	6.5%	24.2%	18.8%	12.9%	-0.1%	-0.1	64
c1ccc(Sc2ncnc3c2oc2ccccc23)nc1	i	37.5	-5.3%	8.9	870	3.2%	13.0%	6.9%	3.1%	0.2%	0.6	87
CCOc1ccccc1NC(=O)C(C)SCc1ccccc1 (stereo not given)	i	59.5	-6.4%	-8.2	827	1.5%	7.5%	9.8%	11.4%	-0.3%	2.1	63
Cc1ccc(-c2cc(C(=O)NC3CCCCC3)no2)cc1	i	19.7	-2.9%	11.6	830	15.6%	6.0%	3.0%	1.2%	0.0%	-1.0	51
CCC1CCCCN1C(=O)c1cc2cc(Br)ccc2oc1=O (stereo not given)	i	55.0	-6.5%	x	x	-6.6%	-6.0%	-1.4%	11.5%	0.3%	-3.4	50
CC1CN(C(=O)c2cccc(COc3ccccc3Cl)c2)CC(C)O1 (stereo not given)	i	58.3	-4.5%	-7.6	695	-0.8%	-5.4%	0.8%	4.0%	-0.1%	0.8	69
CCc1ccc2oc(-c3cccc(NC(=O)c4cccnc4)c3)nc2c1	i	9.5	-5.8%	x	x	-1.4%	10.7%	12.0%	-1.7%	1.1%	14.4	51
CSc1ncnc2sc(C)c(C)c12	i	31.2	-2.3%	22.8	729	-2.3%	10.0%	-2.1%	0.9%	0.0%	-0.2	48
CCCNC(=O)c1ccccc1C(=O)NC1(C(=O)NCCC)CCCC1	i	47.3	-5.6%	-15.8	697	3.5%	12.4%	9.8%	11.4%	-0.1%	-0.4	76
O=S1(=O)CC2SC(=S)N(Cc3ccccc3)C2C1 (stereo not given)	i	34.5	-8.7%	1.7	753	-5.2%	6.6%	x	3.9%	-0.1%	1.5	42
Cn1c(CO)cnc1-c1ccccc1	i	61.4	-7.0%	7.6	692	11.3%	6.6%	-1.6%	-4.9%	1.0%	-0.5	83
Cc1ccc(C(=O)Nc2ccc3cn[nH]c3c2)cc1S(=O)(=O)N1CCCCC1	i	26.6	3.0%	-17.5	763	-7.1%	3.2%	0.5%	7.8%	0.0%	1.6	52
Cc1nc2cc(C(F)(F)F)ccc2n1C1CCN(C(=O)N2CCOCC2)CC1	i	32.5	-2.3%	x	x	-12.5%	3.1%	2.7%	0.9%	-0.1%	-0.9	76
CC(C)CC(=O)Nc1ccc(C(=O)COC(=O)C2=COCCO2)cc1	i	24.7	x	x	x	x	-1.7%	-1.5%	x	x	1.8	58
Cc1cc(/C=C(\C#N)C(=O)O)c(C)n1CC1CCCO1 (stereo not given)	i	18.1	-2.7%	-8.2	663	1.6%	2.9%	-6.6%	2.1%	0.0%	-1.0	30
Cn1ncc(Cl)c1C(=O)Nc1cccnc1	i	39.3	-4.7%	x	x	10.9%	-0.4%	12.0%	2.9%	0.0%	-1.0	53
C/C(=N\NC(=O)NC1CCCCC1)c1ccc(Cl)s1	i	34.1	-1.9%	0.9	712	1.3%	5.5%	x	15.3%	-0.1%	x	x
CC(c1nnc(SCC(=O)c2c(N)n(C)c(=O)n(C)c2=O)n1-c1ccc(Cl)cc1)N(C)C (stereo not given)	i	23.4	-1.5%	x	x	-3.1%	11.5%	4.8%	-7.6%	-0.3%	-0.3	70

Screening results (PubChem BioAssay)
